Lipid storage S3 – qHTS Assay for Lipid Storage Modulators in Drosophila S3 Cells; Drosophila S3 cells, BODIPY lipid droplet fluorescence, 18-24 h; cells fed with added oleic acid; lipid storage change, negative = inhibition, % at the top dose, mostly 46.1 µM; hits show Potency in µM; hit rate 0.64% among 320,000; active means well fitted inhibition curve with a large enough effect in the signal ratio, with a control signal flat, not every such curve was filed as active; inconclusive means small, poorly fitted or top-dose-only effect, or effect the other way, or a change in a side signal; the % refers to the signal ratio
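Drosophila S3 cells loaded with oleic acid (400 uM, as added) and compounds at several concentrations; lipid droplets imaged by 488-nm laser-scanning cytometry, 500–530 nm intensity and object ratio to cell channel. Percent activity normalized to 20 uM Triacsin C.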
Lipid storage S3 cell count max – second read-out of Lipid storage S3, no call of its own (marks repeat the call); cell number change, %; measured here: cell count max response;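 cells counted by Cell Tracker Red CMTPX staining in the red channel; peak over a dose series mostly up to 46.1 µM; percent activity relative to internal control wells on each plate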
* marks the source's active call; other numbers are inactive results; i = inactive; ? = inconclusive; / = no result given. On the % scale 0 is the no-effect control and ±100 the full control effect; potency means the concentration at half of the fitted maximal effect. Not all compounds are listed (hit frequency here may not be typical).

Start of the listing, in advance, 2 compounds:
SMILES	Lipid storage S3	Lipid storage S3 cell count max
Cc1ccc(S(=O)(=O)N2CCC(C(=O)NNC(=O)c3ccc(F)cc3)CC2)cc1	-14%	7
O=C(Nc1ccc2c(c1)OCCO2)c1coc2ccccc2c1=O	?	/

The whole of this part, from the first entry:
SMILES	Lipid storage S3	Lipid storage S3 cell count max
Cc1ccc(S(=O)(=O)N2CCC(C(=O)NNC(=O)c3ccc(F)cc3)CC2)cc1	-14%	7
O=C(Nc1ccc2c(c1)OCCO2)c1coc2ccccc2c1=O	?	/
COc1ccc(C(=O)CSc2nccc(=O)[nH]2)cc1	0%	8
CC(C)(C)c1ccc(NC(=S)NCc2cccs2)cc1	?	/
CCCCCC(O)CCC(=O)NNC1=CC(=O)CC(C)(C)C1 (centres undefined)	11%	-14
S=C(c1ccc(-c2ccccc2Cl)o1)N1CCOCC1	?	/
Cc1ccc(COn2c(-c3ccc(Cl)cc3)nc3ccc([N+](=O)[O-])cc32)cc1	?	/
CCn1ccnc1C(O)c1cccc2ccccc12 (centres undefined)	?	/
CCCCCCC(C)n1[nH]c(=O)c2c(C)cc(=O)[nH]c21 (centres undefined)	?	/
Cc1ccc(-c2nnc3n2CCCCC3)cc1	?	/
CCOC(=O)c1c(P(=O)(N2CCOCC2)N2CCOCC2)noc1N	?	/
O=C(c1ccccc1F)N1CCN(S(=O)(=O)c2ccc(S(=O)(=O)N3CCCCC3)cc2)CC1	-9%	3
CCOc1ccc(C(=O)Nc2c3c(nn2-c2cccc(Cl)c2)CS(=O)C3)cc1 (centres undefined)	7%	4
Cc1cc(C)cc(NC(=O)COC(=O)CCC2CCCC2)c1	?	/
CCOC(=O)c1sc(NC(=O)c2cccnc2)c(C#N)c1C	17%	0
COc1cc2c(cc1OC)C(c1ccccc1C(F)(F)F)CC(=O)N2 (centres undefined)	?	/
Cc1ccccc1N1C(=O)CSC1=C(C#N)C#N	?	/
CCN(CC)S(=O)(=O)c1cccc(C(=O)NCC2CCCO2)c1 (centres undefined)	?	/
CC1(NC(=O)N2CCOCC2)CCS(=O)(=O)C1 (centres undefined)	1%	-4
COCCNC(=O)NC1(C(F)(F)F)Oc2ccc(Cl)cc2O1 (centres undefined)	-6%	0
O=C(NC1CCSc2ccccc21)c1cccc([N+](=O)[O-])c1 (centres undefined)	-13%	-7
CCn1c(CSc2nnc(-c3ccncc3)n2C)nc2cc(C(=O)O)ccc21	-12%	2
N#CC(Sc1ccccn1)c1ccc(Cl)cc1Cl (centres undefined)	9%	37
COc1ccccc1/C=C/C(=O)Nc1ccc2c(c1)OCCO2	-11%	7
Cn1cc(/C=C2\SC(=S)N(N3CCOCC3)C2=O)c2ccccc21	7%	0
SMILES	Lipid storage S3	Lipid storage S3 cell count max
CCOc1ccc(CCNS(=O)(=O)c2cnc[nH]2)cc1OCC	i	9
CN(C)S(=O)(=O)c1cccc(C(=O)NCCc2ccccc2)c1	i	-22
Cc1nc(-c2noc(-c3ccc(Cl)cc3)n2)c(C(F)(F)F)o1	4%	-10
CCN(CC)c1cc(C)c2cc(NC(=O)c3cccs3)ccc2n1	-4%	/
O=S(=O)(Nc1cccnc1Cl)c1ccc(-c2ccccc2)cc1	15%	-5
Cc1ccc(-c2noc(C3CCCN(S(=O)(=O)c4ccc5ccccc5c4)C3)n2)o1 (centres undefined)	7%	12
c1ccc(CNc2nc(-c3ccccc3)nc3ccccc23)cc1	?	/
Cc1cc(=O)oc2cc(NC(=S)NNC(=O)c3c(Cl)cnn3C)ccc12	?	/
C=CCNC(=S)Nc1sc2c(c1C(=O)OCC)CC(C(C)C)OC2 (centres undefined)	?	/
O=C1CC(C(=O)Nc2ncccn2)C(c2ccccc2)O1 (centres undefined)	?	/
CCOC(=O)Cc1csc(NC(=O)COc2ccccc2OC)n1	?	/
C/C(=N\Nc1cc(N2CCCCC2)nc(C)n1)c1ccc(Br)cc1	?	/
CCOCCCNC(=O)c1cn(CC)c2ccc(S(=O)(=O)N3CCOCC3)cc2c1=O	20%	/
O=C(NC(=S)Nc1ccc(S(=O)(=O)Nc2nccs2)cc1)c1ccccc1	?	/
O=C(COc1ccc(S(=O)(=O)NCc2ccccc2)cc1Cl)NCc1ccncc1	?	/
Cn1c(SCC(=O)c2ccccc2)ncc(C(=O)Nc2ccc(F)cc2)c1=O	15%	28
CC(C)C(C)(C#N)NC(=O)CSc1nncn1-c1ccccc1 (centres undefined)	?	/
O=C(COC(=O)c1ccc(S(=O)(=O)NCc2ccco2)cc1)Nc1ccccc1OC(F)F	?	/
COc1cc2c(=O)n(Cc3ccco3)c(=O)n(CC(=O)c3cccc(Br)c3)c2cc1OC	-1%	-14
CCCCNC(=O)COC(=O)c1ccc(NC(C)=O)cc1	?	/
COc1ccc(CC(=O)OCC(=O)NCc2ccccc2Cl)cc1OC	?	/
CCOC(=O)c1cnc2ccc(OCC)cc2c1NCCN1CCOCC1	-7%	/
O=C1N=NC2=C1c1c3ccccc3c(O)n1CC2	7%	11
CCc1nnc(NC(=O)CSc2nnc(Cc3cccn3C)n2C)s1	?	/
Cc1nc(-c2ccccc2O)n(-c2ccccc2)n1	?	/

Among those listed so far, these have a thiophene ring, fused or not.
SMILES	Lipid storage S3	Lipid storage S3 cell count max
CC(C)(C)c1ccc(NC(=S)NCc2cccs2)cc1	?	/
CCOC(=O)c1sc(NC(=O)c2cccnc2)c(C#N)c1C	17%	0
CCN(CC)c1cc(C)c2cc(NC(=O)c3cccs3)ccc2n1	-4%	/
C=CCNC(=S)Nc1sc2c(c1C(=O)OCC)CC(C(C)C)OC2 (centres undefined)	?	/

Fetched one by one from above, four records:
SMILES	Lipid storage S3	Lipid storage S3 cell count max
Cc1cc(=O)oc2cc(NC(=S)NNC(=O)c3c(Cl)cnn3C)ccc12	?	/
Cc1nc(-c2noc(-c3ccc(Cl)cc3)n2)c(C(F)(F)F)o1	4%	-10
O=C1N=NC2=C1c1c3ccccc3c(O)n1CC2	7%	11
CCCCNC(=O)COC(=O)c1ccc(NC(C)=O)cc1	?	/

(next part)
SMILES	Lipid storage S3	Lipid storage S3 cell count max
O=C(Nc1ccon1)c1cc2ccccc2oc1=O	i	12
CN(C(=O)Nc1cnccc1C(F)(F)F)C1CCCCC1	-8%	/
CC(=O)N(C)c1ccc(NS(=O)(=O)Cc2ccccc2)cc1	?	/
Cc1c(O)c2c3c(cccc3c1O)C(=O)N(c1ccccc1)C2=O	?	/
CCCCNC(=S)NNC(=O)c1ccncc1	-13%	19
O=S(=O)(NCC(c1ccccc1)N1CCC(O)CC1)c1ccc(Cl)cc1 (centres undefined)	i	/
Cc1ccc(C(C(=O)NC(C)(C)C)N(Cc2cccs2)C(=O)c2ccc3c(c2)OCCO3)cc1 (centres undefined)	?	/
Cc1ccccc1-n1nc2c(c1NC(=O)/C=C\c1ccc3c(c1)OCO3)CSC2	?	/
CCc1c(C)nc(N2CCN(c3ccc(OC)cc3)CC2)[nH]c1=O	?	/
Cc1cc(Cn2nnc3ccccc32)c(O)c(C(C)(C)C)c1	?	/
Cc1ccc(N(CC(=O)NC2CCCC2)C(=O)CNC(=O)c2cccs2)cc1C	?	/
Cc1ccc(C(C)C)cc1OCCN1CCCC1	?	/
CC1(C)NC(=O)N(CCCSc2ccc(Cl)cc2)C1=O	?	/
Cc1cc(Br)c(NC(=O)C(C)Sc2nnnn2C)c(Br)c1 (centres undefined)	?	/
O=C(CP(=O)(c1ccccc1)c1ccccc1)Nn1cnnc1	7%	-9
CCN(CC)c1ccc(S(=O)(=O)N2CCOCC2)cc1NC(=O)CN1CCN(Cc2ccccc2)CC1	-27%	0
COC(=O)c1cc(Cl)c(NC(=O)c2cc(OC)c(OC)c(OC)c2)cc1OC	?	/
COc1cc(Cl)c(C)cc1NC(=O)CSc1nnc(CCC(=O)O)c(=O)[nH]1	?	/
COCCn1c(SCC(=O)NNC(=O)c2ccccc2)nc2ccccc2c1=O	1%	22
COc1ccc(CCNC(=O)c2cc(S(=O)(=O)N3CCOCC3)cn2C)cc1OC	?	/
O=C(COC(=O)c1ccco1)Nc1nc2ccc([N+](=O)[O-])cc2s1	-1%	-4
Cc1ccc(S(=O)(=O)c2nc(-c3ccco3)oc2SCC(N)=O)cc1	?	/
Cc1ccccc1CN1C(=O)c2ccccc2Sc2ccc(C(=O)NCCCN3CCOCC3)cc21	?	/
Cc1ccc(Cc2c(C)[nH]c(=S)[nH]c2=O)cc1	?	/
N[C@@H](CO)c1nnc([C@H](CCC(=O)O)NC(=O)C2CCNCC2)o1	26%	/
SMILES	Lipid storage S3	Lipid storage S3 cell count max
N#Cc1c(NC(=O)CSc2ncnc3sccc23)oc(-c2ccco2)c1-c1ccco1	-10%	-9
Cc1nc(C)c(C(=O)N/N=C/c2ccco2)s1	?	/
Cc1ccc(NC(=O)C[n+]2cc(-c3ccccc3)n3c2CCC3)c(C)c1	2%	30
C/C(=N\N1CCN(c2ccccc2)CC1)c1ccco1	10%	/
Cc1ccc(CN2CC(C(=O)Nc3ccc(F)c([N+](=O)[O-])c3)CC2=O)cc1 (centres undefined)	24%	/
COC(=O)C1Cc2c([nH]c3ccccc23)C(C)N1 (centres undefined)	?	/
O=S(=O)(c1cccs1)N1CN(C2CCCC2)c2nc3ccccc3nc21	-3%	13
Cc1ccc(CN2CCSc3ccc(C(=O)N4CCN(c5ncccn5)CC4)cc32)cc1	11%	2
COc1ccc(C2C3=C(NCCN=C3c3ccccc3)C(=O)N2c2ccccc2)c(OC)c1 (centres undefined)	-5%	-1
NS(=O)(=O)c1ccc(-c2ccc(/C=N/NC(=O)c3ccc([N+](=O)[O-])cc3)o2)cc1	?	/
O=C(O)CCN(Cc1ccccc1)S(=O)(=O)c1ccc(Cl)cc1F	?	/
O=C(Cn1cnc2ccccc2c1=O)NCC(=O)N1CCOCC1	2%	26
C=CCNC(=O)CSc1nnc(-c2cccs2)o1	?	/
Cc1noc(C)c1C(=O)OCC(=O)Nc1ccccc1SCC#N	?	/
COc1ccc(C(=O)NC2CCN(Cc3ccccc3)C2)cc1S(=O)(=O)N1CCOCC1 (centres undefined)	10%	-4
COc1ccccc1C(CCNS(=O)(=O)c1ccc(C)cc1)c1ccco1 (centres undefined)	-25%	4
O=C1c2ccccc2CN1C(CO)Cc1ccccc1 (centres undefined)	0%	11
O=C(CN(Cc1ccco1)C(=O)CCC(=O)Nc1ccccn1)NCc1ccccc1	i	7
Cc1cc(C)c(S(=O)(=O)NCC23C=CC(O2)C2C(=O)N(c4ccccc4)C(=O)C23)c(C)c1 (centres undefined)	?	/
O=C(NNC(=O)c1ccccc1[N+](=O)[O-])c1ccccc1[N+](=O)[O-]	?	/
O=C(c1ccc(S(=O)(=O)Cc2ccccc2Cl)c([N+](=O)[O-])c1)N1CCOCC1	i	/
COc1cccc(-c2csc(N3CCN(C(=S)Nc4ccccc4OC)CC3)n2)c1	0%	8
OC(COc1ccc(CN2CCCCO2)cc1)CN1CCCCC1 (centres undefined)	2%	13
CCN(CC)C(=O)CSc1nnc(-c2cnccn2)n1-c1ccc(C)cc1	?	/
COc1cccc(-c2nnc(SCc3nc4ccccc4s3)n2C)c1	i	/
SMILES	Lipid storage S3	Lipid storage S3 cell count max
C=CCN1CN(S(=O)(=O)c2cccs2)c2nc3ccccc3nc21	?	/
COC(=O)c1ccc(C)c(NC(=O)CSc2nc3[nH]c(=O)cc(O)c3s2)c1	-21%	3
CN1CCN(c2oc(/C=C/c3ccccc3)nc2C#N)CC1	?	/
CC(NC(=O)c1ccc(NC(=O)CC2SC(N3CCCC3)=NC2=O)cc1)c1ccc(F)cc1 (centres undefined)	13%	10
OC(COc1ccccc1)CN1CCN(C(c2ccccc2)c2ccccc2)CC1 (centres undefined)	?	/
Clc1ccc(CSc2nc3ccncc3[nH]2)cc1	?	/
COc1cc(OC)nc(NC(=S)NC(=O)c2ccccc2)n1	?	/
CCCC(C)NC(=O)CN1C(=O)c2cccc3cccc1c23 (centres undefined)	23%	1
CCOC(=O)c1c(NC(=O)c2ccoc2C)sc(C)c1C	?	/
CCOc1cccc(OCCOCCN2CCCC2)c1	9%	-1
N#Cc1nc(-c2ccc(OCc3ccccc3)cc2)oc1NCCCn1ccnc1	?	/
COCCN(CCOC)S(=O)(=O)c1ccc(C(=O)Nc2nc(-c3ccncc3)cs2)cc1	?	/
CC1CCCN(C(=O)COC(=O)Cc2c[nH]c3ccccc23)C1 (centres undefined)	?	/
Cc1ccc(NC(=O)Nc2ccccc2C(N)=O)cc1	?	/
CCN(CC)c1ccc(NC(=O)c2cnc3ccccn3c2=O)c(C)c1	?	/
Cc1cc(C)n(CCN(C)c2nc3nonc3nc2NC2CC2)n1	27%	/
COc1ccc(C(=O)NCCc2ccc(C(F)(F)F)cc2)cc1S(=O)(=O)N1CCOCC1	10%	-2
O=C1/C(=C/c2ccc([N+](=O)[O-])cc2)CCc2ccccc21	?	/
COc1ccccc1CN1CC(C(=O)NCc2cccc(C)n2)CCC1=O (centres undefined)	?	/
COc1ccc(OC)c(CCNC(=O)CCC(=O)N2CCOc3ccc(C)cc32)c1	-20%	1
C/C(=N\NC(=O)C1=NNC(=O)C1C)c1cccs1 (centres undefined)	?	/
COC(=O)C1=C(C)N(C)C(=O)NC1c1c(OC)ccc2ccccc12 (centres undefined)	?	/
O=C(CSc1cc(Cl)ccc1Cl)Nc1ccc(N2CCOCC2)cc1	?	/

An excerpt of these results, with values under each structure:
Every second line gives: Lipid storage S3 | Lipid storage S3 cell count max
CC1(C)NC(=O)N(CCCSc2ccc(Cl)cc2)C1=O
    ? | /
Cc1cc(Br)c(NC(=O)C(C)Sc2nnnn2C)c(Br)c1 (centres undefined)
    ? | /

From PubChem
